Bioassay records (PubChem)
D1 potentiator: potentiators of human D1 dopamine receptor | P21728 | HEK293 TREx D1 cells, calcium flux, dopamine EC20 potentiation | potentiation, % at 10 µM | hit rate 0.036% among 360,000 | AID 504651; in the data active = potentiation above about 30%; also: 0% is about no effect
Target sequence (P21728 whole entry, looked up): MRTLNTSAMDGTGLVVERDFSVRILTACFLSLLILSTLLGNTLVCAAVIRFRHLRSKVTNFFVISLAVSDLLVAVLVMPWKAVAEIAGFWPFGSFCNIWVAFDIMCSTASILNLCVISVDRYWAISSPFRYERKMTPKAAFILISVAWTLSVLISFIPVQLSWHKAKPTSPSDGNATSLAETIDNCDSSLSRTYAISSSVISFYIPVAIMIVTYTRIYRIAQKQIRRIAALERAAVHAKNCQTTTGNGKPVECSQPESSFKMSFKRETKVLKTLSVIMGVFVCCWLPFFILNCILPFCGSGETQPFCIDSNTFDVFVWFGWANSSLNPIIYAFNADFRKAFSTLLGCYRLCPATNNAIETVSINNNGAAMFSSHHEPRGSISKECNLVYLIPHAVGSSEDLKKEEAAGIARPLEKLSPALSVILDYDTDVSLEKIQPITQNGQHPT
TRHR enhancer: allosteric enhancers of human TRH receptor. TRHR cells, fluo-8 calcium fluorescence, EC20 TRH enhancement. P34981. AID 493056. enhancement, % at 2 µM. hit rate 0.66% among 360,000; in the data active = enhancement above about 30%; also: 0% is about no effect
Target sequence (P34981 whole entry, looked up): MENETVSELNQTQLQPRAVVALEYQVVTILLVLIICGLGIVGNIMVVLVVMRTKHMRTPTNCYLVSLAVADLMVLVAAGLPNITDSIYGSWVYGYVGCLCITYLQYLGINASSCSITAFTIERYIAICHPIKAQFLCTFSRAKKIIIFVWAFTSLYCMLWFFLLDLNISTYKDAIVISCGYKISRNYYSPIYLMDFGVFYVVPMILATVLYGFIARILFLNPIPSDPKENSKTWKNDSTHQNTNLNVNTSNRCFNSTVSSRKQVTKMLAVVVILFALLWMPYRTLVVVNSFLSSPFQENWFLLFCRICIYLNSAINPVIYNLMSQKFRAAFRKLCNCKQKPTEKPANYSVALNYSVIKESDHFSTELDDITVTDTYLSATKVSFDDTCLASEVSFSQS
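TRHR-expressing cells loaded with fluo-8 calcium dye were read kinetically (ex 480/em 530) during compound addition, then stimulated with an EC20 of TRH (10 nM final). Enhancement of the Gq-mediated intracellular calcium response was scored.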
D1 agonist: human D1 receptor agonism. P21728. HEK293 T-REx D1 cells, calcium flux, agonist mode. activation, % at 2 µM. hit rate 1% among 360,000; also: 0% is about no effect
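Agonism was scored from calcium flux recorded over 180 s (1 read/s) after pintool compound addition, following a 10-cycle baseline. Cells were inducible force-coupled HEK293 TREx D1, plated overnight at 30 C and loaded with no-wash calcium dye.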
D1 antagonist: blocks dopamine activation of the human D1 receptor; P21728; activity change, negative = inhibition, % at 10 µM; hit rate 3.2% among 360,000; HEK293 TREx D1 cells, calcium flux, dopamine EC80; hits give low values; AID 504652; in the data active = activity change below about -30%; also: % is scaled to controls: 0 for no effect and ±100 for the full control effect
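Antagonism measured as reduced calcium response to an EC80 dopamine addition following 180 s compound pre-read; cells were inducible HEK293 Trex D1 plated overnight at 30 C, read kinetically at 1 cycle/sec.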
RXFP1 antag: blocks the human relaxin receptor RXFP1; HEK293-RXFP1, relaxin-stimulated cAMP HTRF, 30 min; hits give low values; hit rate 0.59% among 350,000; Q9HBX9; activity change, negative = inhibition, % at 57.5 µM;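 active = activity change of -60% or lower, but not beyond a set lower limit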; also: % is scaled to controls: 0 for no effect and ±100 for the full control effect
D2 antag: antagonists of human D2 dopamine receptor; P14416; HEK293 TREx D2 cells, calcium flux, dopamine EC80; inhibition, % at 10 µM; hit rate 2% among 340,000; in the data active = inhibition above about 30%; also: 0% is about no effect
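Compounds are added to dye-loaded, induced HEK293 T-REx cells coupled to calcium release via D2; after a 3 min kinetic read an EC80 dopamine stimulus is given and fluorescence is recorded for 3 more min.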
D2 PAM: positive allosteric modulators of human D2 dopamine receptor; hit rate 0.34% among 340,000; HEK293 T-REx D2, calcium flux, EC20 dopamine potentiation; potentiation, % at 10 µM;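 active = potentiation over 3 SD above the plate norm, cut at about 30% in these data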; also: 0% is about no effect
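Cells plated with tetracycline inducer and held overnight at 30 C; calcium dye loaded 30–90 min at room temperature; baseline taken, compound added and read 180 s; EC20 dopamine then added and read 180 s.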
D2 ag: D2 dopamine receptor (human) agonism; HEK293 T-REx D2 cells, calcium flux agonist mode; hit rate 0.53% among 340,000; activation, % at 2 µM;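 active = activation over 3 SD above normal in the single-dose calcium agonist read, cut at about 30% in these data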; also: 0% is about no effect
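Calcium-flux readout, 1 cycle/sec over 180 s following compound pin transfer, in inducible HEK293 Trex D2 cells (force-coupled); dopamine controls included. Positive calcium responses during this window marked compounds as potential agonists.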
TRHR ag: TRH receptor (human) agonism | P34981 | TRHR cells, calcium flux fluo-8, FDSS agonist mode | activation, % at 2 µM | hit rate 0.18% among 360,000 | AID 493084; also: 0% is about no effect
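In this calcium-flux screen, cells bearing human TRHR are dye-loaded with fluo-8, baselined for 10 cycles, then exposed to library compounds; positive kinetic calcium responses during the agonist phase mark hits, with TRH as control.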
* hit, by the source's call; / = not tested or not shown; & = joins results of further samples. Rule as the data show it, unless noted: active = activation above about 30%; inactive = the rest. Rows were taken by chance, and some 7.3% of all compounds hit somewhere here.

Keys: A = D1 potentiator; B = TRHR enhancer; C = D1 agonist; D = D1 antagonist; E = RXFP1 antag; F = D2 antag; G = D2 PAM; H = D2 ag; I = TRHR ag
> COc1ccc(-c2noc(=O)n2CC(=O)N2CCC(Cc3ccccc3)CC2)cc1
  A: 8 | B: -4 | C: 7 | D: 18 | E: 4 | F: 3 | G: 6 | H: -1.0 | I: 0.4

> CCC(=O)N1c2ccccc2CC1C(=O)N1CCN(c2ccccc2F)CC1 (stereo unspecified)
  A: 0 | B: 10 | C: 0 | D: 10 | E: -15 | F: / | G: -5 | H: 4.8 | I: 0.4

> Cc1cc(C)nc(NS(=O)(=O)c2ccc(NC(=O)Cc3ccccc3)cc2)n1
  A: -1 | B: 36* | C: 0 | D: 0 | E: -25 | F: -13 | G: 10 | H: 0.1 | I: 0.3

> COc1cccc(NC(=O)c2ccc(-c3nc(COc4ccc(C)cc4)c(C)o3)cc2)c1
  A: -3 | B: -10 | C: 5 | D: -5 | E: -9 | F: / | G: 7 | H: 1.1 | I: 0.1

> CC1CC(C)CN(C(=O)c2ccc(C(=O)c3ccccc3)cc2)C1 (stereo unspecified)
  A: 0 | B: -10 | C: 10 | D: 1 | E: -4 | F: 7 | G: -8 | H: -0.7 | I: -0.1

> CC(=O)c1cccc(NC(=O)N2CCCC2C(=O)Nc2ccccc2C)c1 (stereo unspecified)
  A: -4 | B: 13 | C: 1 | D: -10 | E: -3 | F: 10 | G: 6 | H: 0.3 | I: 1.6

> O=C(NCCCN1CCCC1=O)c1cc(-c2cccnc2)nc2ccc(Cl)cc12
  A: -3 | B: 19 | C: 1 | D: 27 | E: -5 | F: -7 | G: / | H: -0.7 | I: -0.8

> FC(F)(F)c1cc(Cl)c2nnc(C(F)(F)Cl)n2c1
  A: -1 | B: 1 | C: 0 | D: 26 | E: 8 | F: -11 | G: -5 | H: 5.2 | I: -0.1

> Nc1c(C(=O)Nc2ccc(F)cc2)sc2nc(-c3ccco3)ccc12
  A: -3 | B: 5 | C: 8 | D: -6 | E: -8 | F: -1 | G: 9 | H: 0.6 | I: 2.0

> CNC(=O)c1ccc(NC(=O)C2CCN(c3ncnc4sc(C)c(C)c34)CC2)cc1
  A: 10 | B: -2 | C: 2 | D: -3 | E: -8 | F: 2 | G: -15 | H: 0.0 | I: -0.2

> Cn1nc([N+](=O)[O-])c(C(C#N)c2ccccn2)c(Cl)c1=O (stereo unspecified)
  A: 1 | B: 0 | C: 2 | D: 15 | E: 1 | F: 6 | G: -10 | H: 9.3 | I: 0.4

> O=C(COC(=O)Cc1ccsc1)NCc1ccccc1
  A: -2 | B: 4 | C: 1 | D: 2 | E: 3 | F: 11 | G: 9 | H: -0.9 | I: 0.0

> Cn1c(-c2ccc(Cl)cc2)ccc(C#N)c1=O
  A: -1 | B: 10 | C: 4 | D: -5 | E: -7 | F: / | G: 7 | H: / | I: 0.4

> CC(=O)Nc1ccc(S(=O)(=O)N(C)CC(=O)Nc2cccc(S(=O)(=O)N3CCCC3)c2)cc1
  A: 3 | B: 8 | C: 2 | D: -2 | E: 12 | F: -4 | G: -3 | H: -0.5 | I: 0.0

> COc1cccc(C(=O)N2CCN(Cc3ccc(OC)cc3OC)CC2)c1
  A: 6 | B: 3 | C: 4 | D: -2 | E: 4 | F: 11 | G: 14 | H: -0.7 | I: -1.1

> COc1ccc(C2=NS(=O)(=O)N(C)C(C(=O)Nc3cc(OC)c(OC)c(OC)c3)=C2)cc1
  A: -1 | B: 3 | C: 2 | D: 3 | E: 1 | F: -20 | G: 3 | H: 0.7 | I: 0.1

> Cc1nn(C(C)(C)C)c(OC(=O)c2cccs2)c1Sc1ccccc1
  A: 1 | B: 2 | C: 1 | D: 5 | E: -23 | F: -8 | G: 7 | H: -0.7 | I: 0.4

> Cc1cccn2c(=O)c(C(=O)N3CCN(c4ccccc4F)CC3)cnc12
  A: -4 | B: 21 | C: 0 | D: 12 | E: -7 | F: / | G: 1 | H: -0.9 | I: -1.3

> CCn1cnc2cc(NCc3ccccc3Cl)ccc21
  A: -3 | B: 1 | C: 5 | D: 0 | E: -4 | F: -3 | G: -10 | H: 0.2 | I: -0.1

> CCN(CC(=O)Nc1c(F)cccc1F)C(=O)CSc1nc2ccccc2o1
  A: -3 | B: 1 | C: 4 | D: -17 | E: 1 | F: 11 | G: -6 | H: 0.3 | I: 0.0

> CS(=O)(=O)N(CC(=O)N1CCCC1)c1cccc(Cl)c1Cl
  A: -1 | B: 14 | C: 1 | D: 34 | E: -15 | F: -5 | G: 4 | H: 1.1 | I: -0.2

> Cc1cccc(C)c1NC(=O)CNC(=O)CCCN1C(=O)c2cccc3cccc(c23)C1=O
  A: -4 | B: -1 | C: 4 | D: -5 | E: -5 | F: 2 | G: -5 | H: 0.9 | I: -0.3

> Cc1ccc(NC(=O)CNC(=O)c2sc3ccccc3c2Cl)nc1
  A: -5 | B: 1 | C: 2 | D: -7 | E: -15 | F: 4 | G: -6 | H: -0.9 | I: 0.7

> COC(=O)CSc1nc2c(cnn2-c2ccc(Cl)cc2)c(=O)[nH]1
  A: -4 | B: 1 | C: 2 | D: 4 | E: 3 | F: 4 | G: -5 | H: -0.2 | I: 0.2

> O=C(CNC(=O)c1cccs1)OCC(=O)c1ccc(Br)cc1
  A: -3 | B: -1 | C: 4 | D: 15 | E: -7 | F: 12 | G: 1 | H: -0.1 | I: -0.7

> CCCN(CC(=O)Nc1ccccc1OC)C(=O)CCC(=O)c1ccc(OCC)cc1
  A: -3 | B: -1 | C: 1 | D: -8 | E: 7 | F: -5 | G: -8 | H: -0.2 | I: 0.7

> CCOC(=O)c1ccc(N2C(=O)C=C(N3CCOCC3)C2=O)cc1
  A: -7 | B: -5 | C: 8 | D: -1 | E: 2 | F: 12 | G: -3 | H: 0.4 | I: 0.6

> O=C(NCC(c1ccco1)N1CCc2ccccc21)c1ccccc1Cl (stereo unspecified)
  A: -11 | B: 2 | C: 1 | D: 4 | E: 0 | F: 16 | G: 4 | H: 0.5 | I: -0.1

> COc1cc(OC)nc(NC(C)=O)n1
  A: 4 | B: 10 | C: 1 | D: -3 | E: -7 | F: -17 | G: -3 | H: 0.4 | I: 0.2

> CCC(C)NC(=O)CCc1c(C)nc2c(c(C)nn2-c2ccc(C)cc2)c1C (stereo unspecified)
  A: -2 | B: 9 | C: 3 | D: -5 | E: 4 | F: / | G: 3 | H: 0.2 | I: -0.7

Compounds listed so far that have a furan ring, fused or not, in the order listed:
Keys: A = D1 potentiator; B = TRHR enhancer; C = D1 agonist; D = D1 antagonist; E = RXFP1 antag; F = D2 antag; G = D2 PAM; H = D2 ag; I = TRHR ag
> Nc1c(C(=O)Nc2ccc(F)cc2)sc2nc(-c3ccco3)ccc12
  A: -3 | B: 5 | C: 8 | D: -6 | E: -8 | F: -1 | G: 9 | H: 0.6 | I: 2.0

> O=C(NCC(c1ccco1)N1CCc2ccccc21)c1ccccc1Cl (stereo unspecified)
  A: -11 | B: 2 | C: 1 | D: 4 | E: 0 | F: 16 | G: 4 | H: 0.5 | I: -0.1

Next part.
Each structure is followed by: D1 potentiator, TRHR enhancer, D1 agonist, D1 antagonist, RXFP1 antag, D2 antag, D2 PAM, D2 ag, TRHR ag
- CCCn1c(SCC(=O)NCC)nc2sc3c(c2c1=O)CCC3
    -3, -3, 4, 1, 1, 4, 1, -1.0, -0.5
- COc1ccc(CN(C(=O)c2snc(C(N)=O)c2N)C(C(=O)NC2CCCC2)c2ccc(OC)c(OC)c2)cc1 (stereo unspecified)
    3, 15, 3, -5, 6, /, /, /, 0.2
- COc1cc(/C=C/C(=O)c2ccc(NS(=O)(=O)c3ccc(C)cc3)cc2)cc(OC)c1O
    1, 1, 7, -8, -9, -2, 8, 6.5, 6.7
- CCOc1ccccc1NC(=O)CN1CCC(NC(=O)c2ccccc2)CC1
    0, -8, 1, -5, -3, 11, -7, 0.2, -1.7
- Cc1cnc(=O)[nH]c1SCC(=O)Nc1nccs1
    5, 9, 2, 1, -10, 11, -2, 0.0, -0.2
- CCOC(=O)c1c(NC(=S)Nc2ccc(OCC)cc2)sc2c1CCN(C)C2
    -2, 4, 3, -6, 4, 10, -10, -0.1, -1.1
- COc1ccc(NC(=O)CCC(=O)N(Cc2ccc(OC)c(OC)c2)c2nccs2)c(OC)c1
    -1, 3, 0, -2, -2, 7, 1, 0.3, -0.2
- CCCOc1ccc(C2=NC(c3ccncc3)=Nc3ccc(C)cc3N2)cc1
    4, 5, -1, -1, -5, /, 6, -0.8, -2.7
- COc1ccc(C(=O)Nc2ccccc2C(=O)N2CCCCCC2)cc1OC
    -2, 21, 1, -13, -8, -6, 18, 0.5, 0.4
- COc1ccc(NC(=O)CSc2nc3nc(C)c(Cc4ccccc4)c(C)n3n2)cc1OC
    4, 1, 1, 40, -8, /, -3, /, -0.9
- N#CCCN(Cc1ccccc1)C(=S)Nc1ccc(F)cc1
    -2, -2, 7, -6, 3, -25, -6, -1.8, -1.4
- O=C(CN1CCCCC1)Nc1nc(-c2ccc(F)c(F)c2)cs1
    3, -6, 1, 3, -26, 9, 2, 0.3, -0.9
- CCOC(=O)c1ccc(CNC(=O)c2cc(C(C)(C)C)oc2C)o1
    0, 0, 0, -17, -22, -1, 8, -1.2, -0.2
- CN(C(=O)c1ccccc1C(=O)OCC(=O)Nc1ccccc1)c1ccccc1
    10, 9, 3, 1, -7, -13, 15, 0.0, 1.0
- CCCC(C(=O)NC(C)(C)C)N(CC1CCCO1)C(=O)c1snc(C(N)=O)c1N (stereo unspecified)
    4, -2, 3, 6, -15, 9, 1, 2.4, -0.2

In a second layout: 4 of the compounds above
mol	D1 potentiator	TRHR enhancer	D1 agonist	D1 antagonist	RXFP1 antag	D2 antag	D2 PAM	D2 ag	TRHR ag
CN(C(=O)c1ccccc1C(=O)OCC(=O)Nc1ccccc1)c1ccccc1	10	9	3	1	-7	-13	15	0.0	1.0
COc1ccc(NC(=O)CSc2nc3nc(C)c(Cc4ccccc4)c(C)n3n2)cc1OC	4	1	1	40	-8	/	-3	/	-0.9
CCOC(=O)c1c(NC(=S)Nc2ccc(OCC)cc2)sc2c1CCN(C)C2	-2	4	3	-6	4	10	-10	-0.1	-1.1
CCOc1ccccc1NC(=O)CN1CCC(NC(=O)c2ccccc2)CC1	0	-8	1	-5	-3	11	-7	0.2	-1.7

The list continues:
Each structure is followed by: D1 potentiator, TRHR enhancer, D1 agonist, D1 antagonist, RXFP1 antag, D2 antag, D2 PAM, D2 ag, TRHR ag
- COc1cccc(CNC(=O)Cn2ncc3c(=O)oc4ccccc4c32)c1
    -2&4, 8&5, 3&1, -13&-3, -2, -5, 5, -0.7&0.6, -0.6&-1.1
- COCCn1c(SCc2ccccc2Cl)nc2c1c(=O)[nH]c(=O)n2C
    1, -11, 1, 6, -1, -5, 14, -0.3, 0.4
- Cn1ncc([N+](=O)[O-])c1C(=O)Nc1ccccc1Cl
    1, -8, 0, 7, 5, -27, -7, -0.1, -0.5
- CCN1CCN(C(=O)c2cc3cc([N+](=O)[O-])ccc3oc2=O)CC1
    -11, -1, 0, -36*, -25, 28, -10, 1.7, 0.8
